Screening data (PubChem)
SW480 rereplic: DNA re-replication induction in SW480 cells. SW480 DNA re-replication, Hoechst DNA content imaging, 48 h. Potency, µM (series often up to 46.1 µM), for inactives: top-dose re-replication activation, hits mostly activators. actives 1.8% (n = 340,000). AID 624297; further: potency means the concentration at half of the fitted maximal effect; % of control where 0% means no effect; nearly all actives have a fitted effect of over 55% in size
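First, 250 cells per well were seeded. Next, compound or vehicle (23 nL) was pinned in, plates sat 48 hr at 37 C. Finally Hoechst was added for 40 min before fluorescence scanning.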
IL-1B inflam inh: inhibitors of inflammasome signaling (IL-1 beta secretion) | THP-1 LPS/ATP IL-1B secretion, AlphaLISA, 16 h; hits give low values | activity change, % at 57.5 µM | actives 4.7% (n = 360,000); in the data active means activity change below about -50%; inconclusive means mostly about -30% to -49%; further: on the % scale 0 is the no-effect control and ±100 the full control effect
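THP-1 cells pretreated 1 hr with compounds (up to 57.5 uM final), then stimulated with LPS (250 ng/mL final) plus ATP (1.25 mM final); secreted IL-1B measured by AlphaLISA after 16 hr, decreased signal indicating inhibition.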
ATXN2 expr inh: inhibitors of ATXN2 expression. Potency, µM (doses to about 57 µM), for inactives: top-dose activity change, negative = inhibition, usual class: inhibitors. actives 0.72% (n = 360,000). HEK-293 ATXN2-luciferase reporter, luminescence, 24 h; further: potency means the concentration at half of the fitted maximal effect; on the % scale 0 is the no-effect control and ±100 the full control effect; nearly all actives have a fitted effect of over 55% in size
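qHTS (up to 57 uM final) was run with 24 h compound exposure of reporter cells at 37 °C. Each well was multiplexed: SteadyGlo luminescence measured ATXN2-luciferase expression after a fluorogenic Gly-Phe-AFC viability readout (25 uM final).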
HT1080 IDH1KD tx: kills HT-1080 cells with IDH1 knockdown | Potency, µM (top dose mostly 46.1 µM), without a hit: at the top dose activity, negative = toxicity, hits mostly cytotoxic | actives 2% (n = 360,000) | HT-1080 IDH1 knockdown viability, ATP luminescence, 48 h;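 further: potency means the concentration at half of the fitted maximal effect; 0% = DMSO wells and -100% = cell-free medium wells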
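Luminescent ATP read-out (CellTiter-Glo, 10 min at room temperature) after 48 h compound exposure at 37 °C gave viability of IDH1-knockdown HT-1080 cells. Activity was normalised to DMSO and cell-free wells, then fitted as concentration-response curves.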
WRN inhibitor: blocks human WRN helicase | Q14191 | AID 651768 | actives 0.46% (n = 360,000) | Potency, µM (series often up to 114 µM), for inactives: at the highest dose activity change, negative = inhibition, hits mostly inhibitors | WRN helicase unwinding, fluorescent forked duplex, kinetic; further: potency means the concentration at half of the fitted maximal effect; on the % scale 0 is the no-effect control and ±100 the full control effect; nearly all actives have a fitted effect of over 55% in size
Target sequence (Q14191 whole entry, looked up): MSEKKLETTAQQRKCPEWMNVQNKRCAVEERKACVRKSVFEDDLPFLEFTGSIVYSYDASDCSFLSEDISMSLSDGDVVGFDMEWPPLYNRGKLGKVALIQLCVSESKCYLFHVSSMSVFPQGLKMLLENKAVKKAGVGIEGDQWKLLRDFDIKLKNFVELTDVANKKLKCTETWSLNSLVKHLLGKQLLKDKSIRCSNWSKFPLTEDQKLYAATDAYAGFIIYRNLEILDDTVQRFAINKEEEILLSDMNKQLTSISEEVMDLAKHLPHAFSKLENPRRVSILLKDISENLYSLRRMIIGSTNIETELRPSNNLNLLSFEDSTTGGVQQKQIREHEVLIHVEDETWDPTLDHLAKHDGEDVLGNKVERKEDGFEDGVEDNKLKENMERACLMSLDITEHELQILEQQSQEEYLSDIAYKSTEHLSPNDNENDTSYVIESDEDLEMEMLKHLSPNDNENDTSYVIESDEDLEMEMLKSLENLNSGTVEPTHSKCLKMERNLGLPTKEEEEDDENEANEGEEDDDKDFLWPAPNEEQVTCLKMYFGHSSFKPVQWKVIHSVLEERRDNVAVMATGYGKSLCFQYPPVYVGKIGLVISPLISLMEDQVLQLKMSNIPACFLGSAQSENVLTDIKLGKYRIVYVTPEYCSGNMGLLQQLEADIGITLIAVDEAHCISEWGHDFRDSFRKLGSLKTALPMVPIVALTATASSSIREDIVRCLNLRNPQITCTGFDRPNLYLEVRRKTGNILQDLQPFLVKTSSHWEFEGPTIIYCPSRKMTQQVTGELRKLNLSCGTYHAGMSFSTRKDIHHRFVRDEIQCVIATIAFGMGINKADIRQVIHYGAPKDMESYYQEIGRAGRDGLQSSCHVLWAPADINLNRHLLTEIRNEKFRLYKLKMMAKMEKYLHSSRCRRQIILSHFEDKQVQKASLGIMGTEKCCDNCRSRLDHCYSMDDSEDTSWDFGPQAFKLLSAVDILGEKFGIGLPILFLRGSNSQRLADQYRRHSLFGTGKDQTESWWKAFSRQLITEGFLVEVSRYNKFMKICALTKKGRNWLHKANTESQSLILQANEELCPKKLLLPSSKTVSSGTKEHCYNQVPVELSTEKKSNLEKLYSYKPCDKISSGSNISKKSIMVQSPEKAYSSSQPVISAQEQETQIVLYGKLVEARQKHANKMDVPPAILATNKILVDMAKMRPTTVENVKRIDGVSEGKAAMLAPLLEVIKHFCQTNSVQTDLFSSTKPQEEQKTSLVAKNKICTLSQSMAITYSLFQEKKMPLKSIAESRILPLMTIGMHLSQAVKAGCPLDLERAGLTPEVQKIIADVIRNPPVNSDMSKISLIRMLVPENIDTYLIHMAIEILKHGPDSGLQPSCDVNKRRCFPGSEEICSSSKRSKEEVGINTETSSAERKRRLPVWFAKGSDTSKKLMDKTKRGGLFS
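WRN at 20 nM final was preincubated with compound for 15 min at room temperature; reaction started with 100 nM forked duplex oligonucleotide carrying fluorophore and quencher plus 2 mM ATP (final). Unwinding followed kinetically by red fluorescence (ex 525/em 598 nm).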
HT1080NT lethal: kills 2HG-producing HT-1080-NT fibrosarcoma cells | Potency, µM (series often up to 46.1 µM), for inactives: at the top dose activity, negative = less viability, hits mostly cytotoxic | actives 1.6% (n = 360,000) | HT-1080-NT fibrosarcoma viability, CellTiter-Glo ATP luminescence, 48 h;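 further: NT is the 2HG producing partner of a matched IDH1 knockdown line; potency means the concentration at half of the fitted maximal effect; 0% = DMSO-treated cells and -100% = media-only wells without cells; nearly all actives have a fitted effect of over 55% in size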
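Viability of the 2HG-overproducing fibrosarcoma line after 48 hours of compound exposure at 37 degrees C was determined by luminescence with CellTiter-Glo, and concentration-effect curves were then fitted and categorized.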
KB-3-1 tox: kills parental KB-3-1 adenocarcinoma cells | Potency, µM (doses to about 46.1 µM), without a hit: at the highest dose activity change, negative = cytotoxic, usual class: cytotoxic | actives 1.4% (n = 400,000) | KB-3-1 viability, CellTiter-Glo ATP luminescence, 72 h; further: potency means the concentration at half of the fitted maximal effect; on the % scale 0 is the no-effect control and ±100 the full control effect; nearly all actives have a fitted effect of over 60% in size
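KB-3-1 cells, DMEM (no phenol red) + 10% FBS; compound by pin transfer, 72 h, 37 °C. Readout: CellTiter-Glo luminescence after 10 min. Data normalized, curve-fitted.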
MCF10A rerep: induces DNA re-replication in MCF 10a normal breast cells; MCF 10A DNA re-replication, Hoechst nuclear intensity, 48 h; Potency, µM (series often up to 46.1 µM), for inactives: top-dose activity, positive = re-replication, usual class: activators; actives 2.9% (n = 350,000); AID 624296; further: potency means the concentration at half of the fitted maximal effect; % of control where 0% means no effect; nearly all actives have a fitted effect of over 50% in size
KB-V1 cytotox: kills drug-selected multidrug resistant KB-V1 cells | KB-V1 MDR cells viability, CellTiter-Glo, 72 h | Potency, µM (series often up to 46.1 µM), without a hit: at the highest dose activity change, negative = cytotoxicity, hits mostly cytotoxic | actives 3.4% (n = 400,000) | AID 1347076; further: potency means the concentration at half of the fitted maximal effect; on the % scale 0 is the no-effect control and ±100 the full control effect; nearly all actives have a fitted effect of over 60% in size
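Following 72 h at 37 degrees C with compound, KB-V1 cell viability was read by CellTiter-Glo luminescence, medium being phenol-red-free DMEM plus 10% FBS; concentration-response parameters came from normalized, curve-fitted qHTS data.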
* = called active by the depositor; i = inactive; ? = inconclusive; . = not tested or not shown; [ ] = dose if it differs, or a comment. Unless noted, the call rests on the fitted dose curve; in most records, active means well fitted curve in the direction sought with a large enough effect; inconclusive means small, poorly fitted or top-dose-only effect, or another doubt; inactive means no such curve, though single readings can be large; an effect the other way counts as inactive or inconclusive.

SMILES	SW480 rereplic	IL-1B inflam inh	ATXN2 expr inh	HT1080 IDH1KD tx	WRN inhibitor	HT1080NT lethal	KB-3-1 tox	MCF10A rerep	KB-V1 cytotox
CC(C)CN(CCCNC(=O)CN1C(=O)COc2ccc(S(=O)(=O)N3CCC(C)CC3)cc21)CC(C)C	-8.7%	-7.5	-1.6%	0.9%	-3.0%	5.0%	-3.5%	6.7%	0.0%
CCO[C@@H]1OC(C(=O)N2CCN(Cc3ccc4c(c3)OCO4)CC2)=C[C@H](c2ccc3c(c2)OCO3)[C@H]1CCCO	6.9%[9.22 µM]	-25.9	-12.3%	-2.3%	0.5%	-1.7%	-0.4%	14.9%	9.7%
CCn1cc(/C=C(\NC(=O)c2ccc(C)cc2)C(=O)NCCN2CCOCC2)c2ccccc21	18.3%	-15.7	-4.5%	1.8%	-6.8%	-9.6%	-8.0%	0.1%	?
CCC(C)NC(=O)C1CCC(=O)N(c2cc(OC)c(OC)c(OC)c2)C1c1ccc(OC)cc1 (configuration not stated)	1.3%	25.9	-1.6%	7.3%	8.4%	7.3%	11.4%	-4.7%	2.5%
Cc1c(C=O)c2ccccc2n1CC(=O)NCc1ccccc1	9.9%	4.9	22.7%	0.0%	3.5%[57.1 µM]	3.3%	-14.4%	2.0%	?
C/C(=N/NS(=O)(=O)c1ccccc1)c1ccc(Cl)cc1	2.9%	29.0	-29.1%	-27.0%	-6.7%	-21.9%	?	1.6%	9.7%
CC1=NNC(=O)C1CC(=O)N/N=C(\C)c1cccs1 (configuration not stated)	-10.6%	19.1	18.1%	4.3%	5.2%	10.4%	15.2%	2.2%	11.4%
Cc1cc(C(=O)N2CCCC(N3CCN(Cc4ccc5c(c4)OCO5)CC3)C2)n[nH]1 (configuration not stated)	-4.9%	0.8	0.0%	3.9%	-7.5%	-2.7%	10.9%	3.7%	17.4%
O=Cc1ccc(N2CCCCC2)cc1	12.7%	0.9	-15.1%	0.6%	-2.3%	1.6%	6.2%	-4.5%[9.22 µM]	8.1%
COc1cc(OC)cc(C(=O)Nc2nnc(-c3cccnc3)o2)c1	-0.5%	10.5	19.7%	-28.8%	-2.1%	-13.9%	11.1%	-0.2%	?
COc1ccc([C@@H]2[C@@H]3C(=O)N(C(C)(C)C)C(=O)[C@@H]3[C@]3(Cc4ccccc4)C(=O)N(c4ccc(C)cc4)C(=O)N23)cc1	-2.0%	14.6	6.3%	13.3%	-3.0%	5.0%	6.8%	9.0%	2.9%
Cc1ccc(F)cc1C(=O)N1CCCCC1c1cc(C(=O)NC(C)C)no1 (configuration not stated)	.	-55.7*	0.9%	0.8%	-1.5%	8.2%	0.0%	.	-1.7%
Cc1nn(CC(=O)N(C)Cc2ccc(F)cc2)c(C)c1[N+](=O)[O-]	-1.9%	-2.7	-7.7%	12.4%	4.1%	9.6%	3.6%	-4.3%	-37.9%
O=C1NC(=O)C2(CCCCCCCCCCC2)N1	-2.6%	14.6	-0.1%	-13.5%	-10.1%	-9.0%	-7.3%	6.2%	17.1%
COc1ccc(S(=O)(=O)N2CCOC2CNC(=O)C(=O)NCCCN2CCOCC2)cc1 (configuration not stated)	-8.3%	8.4	-1.0%	0.9%	-31.6%	0.9%	.	1.2%	.

Compounds listed so far containing a halogen (3):
SMILES	SW480 rereplic	IL-1B inflam inh	ATXN2 expr inh	HT1080 IDH1KD tx	WRN inhibitor	HT1080NT lethal	KB-3-1 tox	MCF10A rerep	KB-V1 cytotox
C/C(=N/NS(=O)(=O)c1ccccc1)c1ccc(Cl)cc1	2.9%	29.0	-29.1%	-27.0%	-6.7%	-21.9%	?	1.6%	9.7%
Cc1ccc(F)cc1C(=O)N1CCCCC1c1cc(C(=O)NC(C)C)no1 (configuration not stated)	.	-55.7*	0.9%	0.8%	-1.5%	8.2%	0.0%	.	-1.7%
Cc1nn(CC(=O)N(C)Cc2ccc(F)cc2)c(C)c1[N+](=O)[O-]	-1.9%	-2.7	-7.7%	12.4%	4.1%	9.6%	3.6%	-4.3%	-37.9%

Next part:
SMILES	SW480 rereplic	IL-1B inflam inh	ATXN2 expr inh	HT1080 IDH1KD tx	WRN inhibitor	HT1080NT lethal	KB-3-1 tox	MCF10A rerep	KB-V1 cytotox
S=c1nc(-c2ccccc2Br)[nH][nH]1	0.8%	33.2	-3.0%	10µM*	-11.6%	7.08µM*	8.7%	16.7%	2.0%
CC1CCC2(CC1)NC(=O)N(CC(=O)Nc1ccccc1-c1ccccc1)C2=O (configuration not stated)	-11.9%	-1.6	2.4%	-9.7%	-1.7%	-22.6%	-13.9%	-1.1%	?
CCOC(=O)CCCCCC(=O)Nc1ccc2c(c1)C(=O)N([C@H](C)CO)C[C@H](C)[C@@H](CN(C)C(=O)Nc1ccccc1)OCCCC[C@@H](C)O2	.	38.6	-13.4%	-2.7%	10.4%	3.0%	12.5%	.	24.5%
Cc1ccc(F)cc1-c1nc(NCC2CC2)nc2ccsc12	.	-17.7	-4.5%	-8.1%	-8.8%	-14.3%	-0.8%	.	0.1%
COc1ccc(-n2c(SCC(=O)N/N=C/c3ccccc3OCC(=O)O)nc3ccccc3c2=O)cc1	-2.1%	-3.3	-14.5%	0.1%	-9.7%	3.1%	-10.7%	-8.2%	-1.4%
Cc1cc(S(=O)(=O)N2CCN(c3ccccc3C)CC2)ccc1F	-4.9%	15.4	-10.0%	-24.4%	-14.3%	-6.3%	-4.3%	9.9%	-6.7%
O=C(NN1C(=O)C2CC=C(Cl)CC2C1=O)c1ccncc1 (configuration not stated)	-21.7%	7.6	-6.1%	3.8%	?	5.9%	19.3%	-11.8%	17.7%
CC(C)(C)OC(=O)NNC(=S)NCc1ccc(Cl)cc1	-6.0%	-17.7	-4.2%	-0.4%	-1.3%	-6.0%	?	-2.4%	27.4%
Cc1nc(CNC(=O)c2cc(COc3c(F)cccc3F)on2)cs1	6.5%	13.9	26.8%	2.3%	-4.3%	?	12.9%	14.3%	9.0%
CC1CCCCC1NC(=O)c1ccc(CNc2c(N3CCCC3)c(=O)c2=O)cc1 (configuration not stated)	-24.0%	-0.3	-0.3%	0.4%	-0.7%	-1.2%	-22.3%	6.5%	3.7%
CC1Oc2ccccc2C=C1/C=N\NC(=O)c1cccnc1 (configuration not stated)	-6.4%	13.8	17.5%	1.3%	5.3%	-0.7%	0.5%	-0.6%	-4.8%
CCOCC(=O)Nc1ccc([N+](=O)[O-])cc1Cl	9.9%	-21.0	-1.7%	9.3%	-2.2%	21.2%	-1.0%	?	-18.3%
COCCN1C(=O)c2ccccc2C1c1nnnn1-c1ccc2c(c1)OCCO2 (configuration not stated)	.	0.0	6.2%	1.5%	-5.6%	18.1%	10.4%	.	-18.8%
C[C@H]1COC(=O)CCC/C=C\C[C@H](CC(=O)N(CCO)Cc2ccccc2)C(=O)N1	4.8%	14.0	7.7%	9.5%	-7.6%	9.6%	0.0%	29.1%	0.0%
CC(=O)/C(=C/c1ccccc1)C(=O)Nc1ccccc1C	22.1%	-104.3*	.	?	-15.3%	?	?	?	-9.3%
O=C(Cn1cnc2c(cnn2-c2ccc(F)cc2)c1=O)N1CCCc2ccccc21	0.1%	-16.7	1.0%	-11.1%	-0.9%	-1.1%	?	0.3%	2.91µM*
COc1ccc(C(=O)Nc2ccc(NC(=O)c3cc(OC)c(OC)c(OC)c3)cn2)cc1	3.2%	-10.2	-15.3%	?	2.2%	-22.4%	28.0%	29.4%	19.9%
CC12CCC(C(=O)NCCCn3ccnc3)(OC1=O)C2(C)C (configuration not stated)	-7.8%	3.7	-1.8%	8.3%	-0.8%	7.8%	1.9%	-9.6%	27.2%
O=C(CCCc1nc2ccccc2s1)Nc1nccs1	1.1%	78.0	?	-3.8%	-0.9%	3.1%	11.2%	12.0%	0.0%
CCC(=O)c1ccc(OCc2ccc(C(=O)c3ccccc3)cc2)cc1	8.9%	-136.1*	.	?	-0.1%	-15.5%	?	-7.2%	10.3µM*
COc1ccc(-n2c(SCC(=O)Nc3ccc(C(N)=O)cc3)nc3c([nH]c4ccccc43)c2=O)cc1OC	-0.7%	-19.1	56.0%[activator]	?	4.7%	?	-0.6%	27.4%	?
CCOC(=O)COc1ccc(S(=O)(=O)Nc2ccc3c(c2)OCO3)cc1	1.4%	-18.8	2.2%	?	-0.6%	-14.7%	1.6%	-2.9%	1.1%
Fc1ccc(NCc2nnc(SCc3nnc(-c4ccccc4)o3)n2CC2CCCO2)cc1 (configuration not stated)	3.1%	-10.0	5.3%	0.4%	0.0%	-3.5%	-2.8%	-0.8%	-25.9%
Cc1ccc(CNC(=O)c2ccc(Br)o2)cc1	10.5%	-15.3	29.2%	15.9%	-3.3%	1.5%	-1.5%	15.9%	?
Cc1cc(C)n2nc(/C(C#N)=C/c3ccccn3)c(C#N)c2n1	3.26µM*	-97.8*	?	-8.6%	3.4%	-11.2%	15.5%	6.51µM*	0.0%
COc1cccc(CN2CCNC(=O)C2CC(=O)N(C)CC2CCOCC2)c1 (configuration not stated)	1.4%	i	4.5%	-1.6%	-6.2%	8.9%	-2.2%	-9.3%	2.4%
O=C(CN(C(=O)CNC(=O)c1cccs1)c1ccc(F)cc1)NC1CCCC1	3.8%	0.8	4.5%	12.4%	4.5%[57.1 µM]	2.5%	2.4%	2.1%	-3.1%
Cc1ccc(C(=O)Nc2cccc([N+](=O)[O-])c2)cc1S(=O)(=O)Nc1ccc(NC(=O)c2ccccc2)cc1	4.0%	5.9	-4.2%	-2.0%	-16.9%	-1.4%	0.0%	4.7%	8.8%
OC[C@@H]1CN(Cc2ccc(Cl)cc2)C[C@H](n2cnc3c(NC4CCC4)ncnc32)O1	.	-84.5*	3.4%	17.7%	3.3%	25.1%	0.0%	.	1.2%
